# GlmU inhibition: inhibition of mycobacterial GlmU enzyme – biochemical, glucosamine-1-phosphate acetyltransferase (AID 1376); actives 0.25% (n = 220,000); M. tuberculosis GlmU acetyltransferase enzyme assay; higher % means a stronger effect; inhibition, %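 (tested at 30 µM in the primary screen)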; hits with a dose series show IC50 in µM; Bifunctional protein GlmU (Mycobacterium tuberculosis (strain ATCC 25618 / H37Rv)); in the data active = inhibition above about 13%; inconclusive = no clear call, values can overlap the other calls;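 also: 0% = complete reaction with vehicle and 100% = reaction without substrate; strong numbers were not always called active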
# Mtb RmlCD inh: M. tuberculosis RmlC/RmlD coupled enzyme inhibitors, primary screen, biochemical, compound mixtures, 384-well, from 1536-well plates. dTDP-4-dehydrorhamnose reductase (Mycobacterium tuberculosis (strain ATCC 25618 / H37Rv)) …. RmlC+RmlD coupled enzyme assay, percent inhibition; primary screen in compound mixtures. inhibition, % at 3.6 µM. actives 0.03% (n = 160,000). AID 1533, 2009; in the data active = inhibition mostly above about 34%, no sharp cut-off; inconclusive = no clear call, values can overlap the other calls; inactive = mostly below about 22%; also: some results filed as inactive read as strong as hits
# Target sequence (P9WH09 whole entry, looked up): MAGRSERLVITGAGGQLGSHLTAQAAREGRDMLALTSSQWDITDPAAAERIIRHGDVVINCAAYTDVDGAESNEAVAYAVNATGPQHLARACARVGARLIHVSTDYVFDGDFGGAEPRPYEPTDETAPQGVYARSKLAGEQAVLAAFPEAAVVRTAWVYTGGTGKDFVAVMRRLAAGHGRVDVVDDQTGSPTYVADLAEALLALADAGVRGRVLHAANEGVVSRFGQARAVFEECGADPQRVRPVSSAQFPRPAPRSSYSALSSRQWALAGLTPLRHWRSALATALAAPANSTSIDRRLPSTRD
# Target sequence (P9WH11 whole entry, looked up): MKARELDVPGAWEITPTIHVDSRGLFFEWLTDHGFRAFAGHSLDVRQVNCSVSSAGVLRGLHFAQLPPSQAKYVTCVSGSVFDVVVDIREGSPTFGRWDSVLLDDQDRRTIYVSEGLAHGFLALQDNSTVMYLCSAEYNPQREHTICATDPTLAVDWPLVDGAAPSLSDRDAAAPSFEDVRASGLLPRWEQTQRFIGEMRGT
# Active calls of the source: *; ? = inconclusive; . = not tested or not shown.
SMILES	GlmU inhibition	Mtb RmlCD inh
CCOC(=O)c1nc(N2CCN(C(=O)OCC)CC2)c2c3c(sc2n1)CCCC3	3.4%	14
Cc1cc(C)cc(C(=O)NCC(=O)OCC(=O)c2cc(C)n(CC(F)(F)F)c2C)c1	1.6%	.
O=C(NC(=S)NCCCN1CCOCC1)c1ccc([N+](=O)[O-])cc1	1.2%	-15
CN(C)c1nc(Nc2ccc(Cl)cc2)nc(OCC#N)n1	0.8%	.
COc1ccccc1N(CN1CCCC1=O)C(=O)c1c(F)cccc1Cl	0.3%	65
Cc1ccc(-c2nn(C)c(=O)c3ccccc23)cc1CNC(=O)CN1CCOCC1	-1.1%	.
COc1ccc(NS(=O)(=O)c2cc(NC(=O)c3cccs3)ccc2N2CCOCC2)cc1	-3.5%	.
O=C1N(Cc2cccc(Cl)c2)C[C@@H]2C[C@@H](c3cccc4ncccc34)N3CCC[C@@]123	7.5%	-5
CCOc1ccccc1N1CCN(Cc2cccc(OC)c2O)CC1	-5.9%	8
Cc1ccc2nc(-c3ccc(NC(=S)NC4CC(C)(C)NC(C)(C)C4)cc3)sc2c1	-3.0%	6
CCN(CC)c1ccc(NC(=O)c2ccco2)c(C)c1	0.1%	13
CC(=O)c1c(C)n(CC2CCCO2)c2ccc(O)cc12 (centres undefined)	2.7%	-3
CCc1c(C)nc2ncnn2c1N1CCC(C(=O)NCc2cccc(OC)c2)CC1	0.6%	.
NC(=O)CC(NC(=O)Cc1ccc(Br)cc1)c1ccc(NCCc2ccccc2F)c([N+](=O)[O-])c1 (centres undefined)	2.3%	.
O=S(=O)(CCc1nc2ccccc2o1)c1ccc(Cl)cc1	-0.1%	1
O=C(Nc1cnc2sccn2c1=O)c1ccccc1Cl	0.0%	3
Cc1ccc(S(=O)(=O)NCC2CCC(C(=O)N3CCC4(CC3)OCCO4)CC2)cc1 (centres undefined)	6.9%	13
COC(=O)c1cn(NC(=O)c2ccc(OC)c([N+](=O)[O-])c2)c(=O)c2ccccc12	-0.9%	7
O=C(c1ccccc1)N1CCCCC(Sc2nnc3ccccn23)C1=O (centres undefined)	-4.5%	-4
COc1ccccc1-c1coc2c(CN3CCN(C)CC3)c(O)ccc2c1=O	3.0%	8
C[N+]12CCC(CC1)C(=C(c1ccccc1)c1ccccc1)C2	-2.0%	-8
O=C(CSc1ncc(-c2ccccc2)n1C1CCCC1)N1CCc2ccccc21	-5.9%	.
Cc1cccc(NS(=O)(=O)c2ccc3c(c2)NC(=O)CC(=O)N3)c1	2.1%	-8
Cc1[nH]c2ccccc2c1/C=N\NC(=O)CNc1ccc2c(c1)OCO2	0.3%	.
O=C(NC12CC3CC(CC(C3)C1)C2)C1CC(=O)N(c2ccc(Br)cc2)C1 (centres undefined)	-2.7%	13
O=C(Cc1ccc(F)cc1)NCC1CCCO1 (centres undefined)	-4.1%	-12
CCN(CC)CCN(Cc1cc2cc3c(cc2[nH]c1=O)OCCO3)C(=O)NC1CCCCC1	4.4%	81
Cc1[nH]c2ccccc2c1C1=CCNCC1	-5.3%	.
COc1cc2[nH]c(=S)n(CCN3CCOCC3)c(=O)c2cc1OC	-3.3%	1
Cc1ccc(CNC(=O)CN(C)S(=O)(=O)c2cnc[nH]2)cc1	-2.4%	.
CN1CCN(c2ccccc2NC(=O)c2c(F)cccc2F)CC1	2.2%	0
O=C(Nc1ccc(Oc2ccccc2)cc1)C1CCN(c2ncccn2)CC1	-0.7%	3
CCSC1=N/C(=C\c2ccc3c(c2)OCO3)C(=O)S1	0.0%	.
NC(=S)N=Nc1c(O)[nH]c2c(Br)cc(Br)cc12	5.9%	-8
Cc1ccc(S(=O)(=O)NC(C)CCc2ccccc2)cc1 (centres undefined)	3.1%	.
CC1(c2nnc(Cc3ccccc3)o2)CC(c2ccc(C#N)cc2)=NO1 (centres undefined)	4.7%	.
N#C/C(=C\c1ccc(OCc2ccc(F)cc2)cc1)C(=O)Nc1cccc(C(=O)O)c1	1.8%	-10
O=C(Cn1cccc1)NCc1cccs1	2.4%	-10
CCCn1c(SCC(=O)Nc2ccc(C(=O)Nc3ccccc3OC)cc2)n[nH]c1=O	-3.1%	-11
COc1ccc(Oc2nccc(-c3ccccc3)c2C#N)cc1	2.3%	-5
COc1cc(C(=O)NCCCNc2nc3cc(C)c(C)cc3cc2C#N)cc(OC)c1OC	-4.5%	8
CS(=O)(=O)c1ccc2nc(NC(=O)CC3CCCC3)sc2c1	-2.5%	4
CC(C)c1nc(NCCO)c(C#N)c2c1CCCC2	2.5%	2
COc1ccc(/C=C/C(=O)ONC2=NCCCCC2)cc1OC	8.7%	-7
Cc1cc(-c2csc(N)n2)c(C)n1Cc1ccccc1	1.3%	13
Cc1ccc(N/N=C(\Cc2nc3ccccc3[nH]2)c2ccccc2)cc1	-0.9%	.
O=C(O)/C=C/C(=O)Nc1ccccc1C(=O)OCC(=O)c1ccc2c(c1)OCCO2	7.8%	4
O=C(Cn1nnc(-c2ccc(Cl)cc2)n1)NCCC1=CCCCC1	6.0%	.
COCCN(C(=O)CCc1ccccc1OC)c1nnc(-c2cccnc2)s1	-3.3%	7
CC(C)(C)c1ccc(/C=C/C(=O)NC2=NCCS2)cc1	-7.3%	8
Nc1c(Cl)ncnc1N1CCCC1	-4.4%	-9
Nc1nonc1-c1nc2ccccc2n1Cc1ccc(F)cc1Cl	.	-6
COc1ccccc1CNC(=O)CN(C)S(=O)(=O)c1cccc2cccnc12	7.3%	-12
COCCCNC(=O)CSc1c2c(nc3ccc(Cl)cc13)CCCC2	0.9%	74
O=C(O)c1ccccc1C(=O)c1ccc(Sc2ccc(Cl)cc2)c([N+](=O)[O-])c1	8.2%	0
O=C(Nc1ccc(F)c(Cl)c1)NC1CC1	1.7%	5
COCCN(C(=O)CN1CCN(S(=O)(=O)c2ccc(F)cc2)CC1)c1c(N)n(Cc2ccccc2)c(=O)[nH]c1=O	-2.5%	-24
COc1ccccc1N(C)S(=O)(=O)c1ccc(C(=O)OCC(=O)N2CCC2)cc1	-0.3%	.
Cc1ccc(C(=O)CSc2nc3ccccc3c(=O)[nH]2)cc1C	0.5%	-6
CCOc1cc(/C=N/NC(=O)C(C)Sc2ccccc2)ccc1O (centres undefined)	-5.8%	-5

# The list goes on.
SMILES	GlmU inhibition	Mtb RmlCD inh
COc1ccc2c(CC(=O)OCC(=O)Nc3ccc(S(N)(=O)=O)cc3)coc2c1	3.7%	.
COc1ccccc1N1CCN(CC(=O)NCC2CCCO2)CC1 (centres undefined)	-0.9%	.
Cc1ccc2[nH]c(=O)c(CN(CC3CCCO3)C(=S)Nc3ccccc3)cc2c1 (centres undefined)	5.2%	9
Nc1nonc1-n1nnc(C(=O)N/N=C/c2ccccc2)c1CSc1ccccc1	-4.5%	-4
O=C(Nc1cc(-c2ccccc2)[nH]n1)c1ccccc1	0.6%	5
Nc1nncn1C(=O)CCCN1C(=O)c2ccccc2C1=O	2.1%	9
COCC(=O)N1CCC(Oc2ccc(C(=O)NCc3cnc(C)cn3)cc2)CC1	-1.3%	3
COc1cc(/C=c2\sc3n(c2=O)CCCN=3)ccc1O	-5.1%	-12
C=CCOC(=O)C1=C[C@@H](c2ccc(C(F)(F)F)cc2)C[C@@H](OCc2ccc(CO)cc2)O1	0.0%	.
CC1CC(C)CN(C(=O)Cc2c(C(=O)O)[nH]c3ccc(Cl)cc23)C1 (centres undefined)	0.3%	-8
O=C(O)C1=CCCNC1	1.5%	.
O=S(=O)(Nc1ccn(-c2ccccc2)n1)c1ccc(Br)cc1	-4.9%	-3
Cc1nc(N2CCOCC2)[nH]c(=O)c1[N+](=O)[O-]	5.1%	-15
Nc1ccc(C(=O)OCC(=O)Nc2ccc([N+](=O)[O-])cc2C(F)(F)F)cc1	6.2%	-8
Cc1ccc(S(=O)(=O)NCc2ccc(C(=O)NCCCN3CCN(C)CC3)cc2)cc1	0.9%	.
Cc1ccc(C(=O)NNC(=O)C2CCN(S(=O)(=O)c3ccc(C)cc3)CC2)cc1	5.4%	7
CSc1ccc(CN(C)CC(=O)NC(=O)NC(C)(C)C)cc1	-2.8%	.
CCC(C)NC(=O)/C=C/c1cccs1 (centres undefined)	0.4%	38
CN(C)S(=O)(=O)c1cc(C(=O)NCc2ccccc2)c(Cl)cc1Cl	-0.6%	-5
O=C(O)c1ccc(Cn2cnc3scc(-c4ccccc4)c3c2=O)cc1	2.1%	-12
CSc1nc2sc3c(c2c(=O)[nH]1)CCC(C)C3 (centres undefined)	-0.1%	.
Cn1c(N)c(C(=O)CNC2CCCCC2)c(=O)n(C)c1=O	2.4%	.
COc1ccc(-n2nc(C(=O)NCC(=O)N3CCN(c4ccccn4)CC3)c3ccccc3c2=O)cc1Cl	-0.3%	-4
COc1ccccc1C(=O)OCC(=O)Nc1ccc(Cl)cn1	5.3%	5

# Part of the list above, with each value named:
SMILES: Cc1ccc(C(=O)NNC(=O)C2CCN(S(=O)(=O)c3ccc(C)cc3)CC2)cc1
  GlmU inhibition: 5.4%
  Mtb RmlCD inh: 7

SMILES: Cc1ccc(S(=O)(=O)NCc2ccc(C(=O)NCCCN3CCN(C)CC3)cc2)cc1
  GlmU inhibition: 0.9%
  Mtb RmlCD inh: .

SMILES: CN(C)S(=O)(=O)c1cc(C(=O)NCc2ccccc2)c(Cl)cc1Cl
  GlmU inhibition: -0.6%
  Mtb RmlCD inh: -5

# As a short view, 3 of the compounds above.
SMILES	GlmU inhibition	Mtb RmlCD inh
Cc1nc(N2CCOCC2)[nH]c(=O)c1[N+](=O)[O-]	5.1%	-15
Nc1ccc(C(=O)OCC(=O)Nc2ccc([N+](=O)[O-])cc2C(F)(F)F)cc1	6.2%	-8
Cc1ccc(S(=O)(=O)NCc2ccc(C(=O)NCCCN3CCN(C)CC3)cc2)cc1	0.9%	.

# Remaining list, next part
SMILES	GlmU inhibition	Mtb RmlCD inh
Cc1ccc(S(=O)(=O)NC(C(=O)Oc2ccc3c(C(F)(F)F)cc(=O)oc3c2)c2ccccc2)cc1 (centres undefined)	6.1%	16
O=C1C(Cc2ccccc2)C(c2ccccc2)N1c1ccccc1 (centres undefined)	-0.8%	8
COc1ccc(NC(=O)c2ncn[nH]2)cc1	2.8%	.
CCC(=O)Nc1sc(C(=O)N2CCCCC2)c(C)c1C#N	-6.7%	.
Cc1ccc(S(=O)(=O)/N=C(/c2ccccc2)N2CCOCC2)cc1	-1.2%	.
CCCCNS(=O)(=O)c1ccc(S(=O)(=O)NCc2ccncc2)cc1	-5.9%	.
CN1N=C(C(=O)N2CCCC(C(=O)c3cccc(C(F)(F)F)c3)C2)CCC1=O (centres undefined)	-1.8%	-11
OC(CN1c2ccccc2Sc2ccccc21)Cn1nnc2ccccc21 (centres undefined)	-5.4%	12
CN(Cc1ccccc1)Cc1ccccc1OC(=O)N(C)C	5.1%	18
COc1ccc(CN(Cc2ccc(C(=O)O)cc2)C(=S)Nc2cc(C)cc(C)c2)cc1OC	-0.9%	-3
CC(=O)c1cccc(NC(=O)COC(=O)c2ccc(S(C)(=O)=O)c([N+](=O)[O-])c2)c1	1.2%	32
COc1cc(NC(=O)NCc2ccncc2)cc(OC)c1OC	1.7%	.
O=C(/C=C/c1ccco1)Nc1ccc(C(=O)N2CCOCC2)cc1	-4.9%	0
Cc1nc(CN(C)Cc2nc(Cc3ccccc3Cl)no2)cs1	2.2%	1
Cn1cccc1Cc1nnc(SCC(=O)NCC2CCCO2)n1C (centres undefined)	-8.4%	.
O=C1NC2(CCCC2)C(=O)N1Cc1cc(=O)n2ccsc2n1	-4.3%	14
CCOC(=O)c1cc(-c2ccccc2)nc2ccc(C)cc12	-0.3%	-3
Oc1ccc(Nc2nc(Cl)nc(NCc3ccco3)n2)cc1	2.9%	-9
Cc1ccc(C(=O)C2(C)C3c4cc(Br)ccc4OC(=O)C32C(=O)c2ccco2)cc1 (centres undefined)	-2.2%	?
N#Cc1ccc(-c2csc(NC(=O)c3cc(-c4cccs4)nc4ccccc34)n2)cc1	4.4%	-15
NC(=O)COC(=O)CCCc1c[nH]c2ccccc12	-1.0%	-4
CC(Oc1ccccc1)C(=O)N1CCN=C1SCc1ccc(F)cc1 (centres undefined)	1.3%	-6
Cc1cc(NC(=O)CSc2nnc(-c3ccc(S(=O)(=O)N4CCCC4)cc3)n2C)no1	3.3%	5
COc1cccc(-c2nc3sc4c(c3c(=O)[nH]2)CCCCC4)c1	-1.5%	21
O=C(O)/C=C/c1ccccc1Oc1ccccc1	1.7%	.
CCOC(=O)Nc1sc2c(c1C#N)CCCC2	-3.9%	.
O=[n+]1c2c(n([O-])c3cc(Br)ccc31)CCCC2	2.9%	.
CCS(=O)(=O)c1ccc(O)c(NC(=O)COc2ccc(C)cc2)c1	0.6%	4
O=C(NCc1ccccc1)c1nc2c(nnn2Cc2cccc(Cl)c2)c(=O)[nH]1	-1.9%	.
CC(OC(=O)c1cccnc1SCc1cc(=O)n2ccccc2n1)c1ccccn1 (centres undefined)	-2.4%	.
COC(=O)C(NC(=O)c1ccc(OC)cc1)(Nc1ncc(S(=O)(=O)c2ccc([N+](=O)[O-])cc2)s1)C(F)(F)F (centres undefined)	-1.4%	6

# Only part of the results is shown; count on the stated rates, not on these rows.
